Assay outcomes deposited in PubChem by several laboratories.
KCNQ1 pot – potentiators or activators of human KCNQ1 potassium channel | hit rate 0.35% among 310,000 | B-score at 10 µM | CHO-K1 KCNQ1, thallium flux FluxOR fluorescence; active compounds read high | P51787;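 active = fluorescence ratio B-score, a plate-corrected score, at least three library SD, with initial intensity B-score within 5 SD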
Target sequence (P51787 whole entry, looked up): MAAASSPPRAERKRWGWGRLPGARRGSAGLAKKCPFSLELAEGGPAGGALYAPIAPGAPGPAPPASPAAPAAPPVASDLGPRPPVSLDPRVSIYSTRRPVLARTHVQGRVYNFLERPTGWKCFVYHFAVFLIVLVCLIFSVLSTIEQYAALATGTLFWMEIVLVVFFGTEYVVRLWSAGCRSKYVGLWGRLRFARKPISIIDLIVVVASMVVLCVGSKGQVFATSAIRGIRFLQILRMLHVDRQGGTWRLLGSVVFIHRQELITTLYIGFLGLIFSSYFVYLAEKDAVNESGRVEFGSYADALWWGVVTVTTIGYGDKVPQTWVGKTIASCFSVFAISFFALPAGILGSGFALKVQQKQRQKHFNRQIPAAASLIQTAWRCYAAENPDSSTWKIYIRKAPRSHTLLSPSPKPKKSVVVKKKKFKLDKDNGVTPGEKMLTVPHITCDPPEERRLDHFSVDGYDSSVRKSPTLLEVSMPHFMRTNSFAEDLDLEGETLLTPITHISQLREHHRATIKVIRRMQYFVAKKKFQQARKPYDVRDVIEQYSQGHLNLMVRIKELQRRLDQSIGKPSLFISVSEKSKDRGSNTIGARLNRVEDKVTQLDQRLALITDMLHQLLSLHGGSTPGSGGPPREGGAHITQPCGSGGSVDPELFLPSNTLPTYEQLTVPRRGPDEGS
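System: Stable KCNQ1 CHO-K1 line | Incubation: 90 min dye loading and 20 min compound exposure, both at room temperature | Measure: Ratio B score | Medium: Assay buffer for compound exposure, DMSO matched across wells | Compound dosing: Single-concentration screen | Probe or stimulus: K+/Tl+ depolarizing stimulus | Measured by: Kinetic FluxOR fluorescence, 10 s baseline plus 110 s post-stimulus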
KCNQ1 block – human KCNQ1 channel inhibition; CHO-K1 KCNQ1, FluxOR thallium flux fluorescence; active compounds read high; P51787; B-score at 10 µM; hit rate 1.3% among 310,000;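 active = compounds whose thallium flux B-score, printed positive for inhibition, exceeds three library SD while starting fluorescence stays within three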;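 note: channel opened by potassium depolarization with thallium stimulus after 20 min compound exposure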
GSK3 alpha inh – human GSK-3 alpha kinase inhibition. ADP-Glo luminescence, 60 min. inhibition, % at 10 µM. hit rate 0.1% among 320,000;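 in the data active = inhibition above about 50%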;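 note: GST-tagged GSK-3 alpha with peptide substrate and 25 µM ATP; 0% = DMSO neutral wells and 100% = GW8510 positive control wells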
HDAC3 inhib – inhibitors of human histone deacetylase 3. inhibition, % at 8.3 µM. recombinant HDAC3, fluorogenic peptide/trypsin coupled, fluorescence. O15379. hit rate 0.15% among 320,000. AID 2718; in the data active = inhibition above about 26%, passing the limit was not always enough
RGS4 act – potentiators or activators of RGS4. HEK293 M3R/inducible RGS4, carbachol calcium flux Fluo4; active compounds read low. hit rate 0.92% among 310,000. B-score at 10 µM;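 active = B-score of the integrated calcium signal more than 4 SD below the library mean, with starting fluorescence not abnormally high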;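 note: negative B-score means reduced calcium response which marks RGS4 activation or potentiation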
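Test system: HEK293 cells with stable M3R and inducible RGS4; also added: carbachol at ECmax as muscarinic agonist stimulus; schedule: dye loading 30 min 37 °C, buffer rest 30 min RT; technique: kinetic calcium fluorescence imaging with Fluo4-AM dye, 2 µM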
Dyrk1A ADPGlo – inhibitors of rat Dyrk1A kinase; ADP-Glo luminescence, NFATc1 peptide; AID 504441; Q63470; inhibition, % at 12.5 µM; hit rate 0.43% among 310,000; in the data active = inhibition above about 50%;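 note: plate controls were vehicle with enzyme for no effect and no enzyme for full effect; many of its hits are not listed in these tables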
PolyA inhibitor – blocks polyadenylation in yeast reporter cells; S. cerevisiae SKY197-pL101 polyadenylation reporter, beta-gal luminescence; efflux-impaired pdr1/pdr3 knockout yeast; score 100 = 6 SD above DMSO; calls only at 12 µM; hit rate 0.02% among 300,000;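 active = lowest replicate activity score at least 50, where 100 means six control SD above control mean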;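 note: yeast exposed to compound for 9 h at 30 °C; higher score means more reporter readthrough which indicates perturbed polyadenylation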
GSK3B inh – inhibitors of human GSK3beta kinase. hit rate 0.038% among 300,000. AID 2097. GST-GSK3beta kinase, ADP-Glo luminescence, 60 min; active compounds read low. activity score (negative = inhibition), % at 10 µM;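 active = more than half of replicate wells score below -50%, meaning over 50% inhibition versus plate controls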;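 note: 0% = median DMSO wells and -100% = median GW8510 positive control wells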
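Assay system: GST-tagged human GSK3beta kinase, cell-free; Input: 1.6 ng GSK3beta; Medium: Tris/MgCl2 kinase buffer; Timing: 60 min enzyme reaction, room temperature; Signal: ADP-Glo luminescence quantifying ADP generated by kinase; Evaluation: score relative to plate controls; Benchmarks: DMSO neutral wells and GW8510 at 20 µM as positive.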
KCNK3 block – human KCNK3 channel inhibition, primary screen | hit rate 0.84% among 340,000 | CHO-KCNK3 thallium flux, FluxOR fluorescence; active compounds read low | B-score at 10 µM;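 active = B-score under library mean minus 4 SD, starting fluorescence ratio at most library mean plus 5 SD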;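 note: more negative B-score means stronger inhibition of thallium flux through KCNK3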
hERG rescue – compounds protecting human hERG from proarrhythmic drug block | Q12809 | CHO-hERG, FluxOR thallium flux, dofetilide IC70 present | activation (rescue from dofetilide block), less the hit threshold, % at 10 µM | hit rate 0.51% among 310,000;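 active = activation above the mean of controls blocked by dofetilide plus 5 SD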;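 note: thallium influx through hERG after potassium depolarization seen as dye fluorescence rise; in these data hits start at about 4.7%; inactives centre near -7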
KCNK9 block – human KCNK9 channel inhibition; HEK293 KCNK9, FluxOR thallium flux fluorescence; active compounds read low; B-score at 10 µM; hit rate 1.2% among 310,000;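 active = ratio B-score over 3 SD below the library mean, with starting fluorescence within 5 SD of its mean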;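 note: negative B-score means less thallium flux so channel inhibition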
Active calls of the source: *; i = inactive; · = not tested or not shown; & = joins results of further samples.

SMILES	KCNQ1 pot	KCNQ1 block	GSK3 alpha inh	HDAC3 inhib	RGS4 act	Dyrk1A ADPGlo	PolyA inhibitor	GSK3B inh	KCNK3 block	hERG rescue	KCNK9 block
COC(=O)c1cccc(NC(=O)COc2cccc([N+](=O)[O-])c2)c1	i	i	0	-5	i	5	i	0	i	-9	i
O=C(/C(=C/c1cccc(Cl)c1)c1nc2ccccc2[nH]1)c1ccccc1	i	i	-1	0	i	-3	i	1	i	-9	i
CCc1noc(C)c1C(=O)N(CCC(C)C)c1c(N)n(Cc2ccccc2)c(=O)[nH]c1=O	i	i	2	2	i	·	i	3	i	-14	i
COc1ccc(OCc2nnc(NC(=O)Nc3ccccc3F)s2)cc1	i	i	-3	-1	i	0	i	-4	i	-10	i
O=C(Nc1cccc(NC(=O)c2ccco2)n1)c1ccco1	i	i	-2	6	i	·	i	·	i	-2	i
CCO/C(C)=N/n1c2nc3ccccc3nc2c2c(=O)n(CC(C)C)c(C)nc21	i	i	-1	2	i	-3	i	2	i	-8	i
CC(C)N=C1NN=C(c2ccc(F)cc2)CS1	i	i	-1	4	i	-2	i	1	i	-8	i
C/C(=N/NC(=O)c1ccc2c(c1)OCO2)c1ccc(NC(=O)c2ccc(F)cc2)cc1	i	i	·	2	i	0	·	0	i	-7	i
O=C(NNC(=O)c1cccs1)c1cccc(F)c1	i	i	-1	-5	i	3	i	2	i	-9	i
CSC1=C(C#N)C(C)CC(=O)N1 (centres undefined)	i	i	1	1	i	-1	i	-4	i	-3	i
CCOc1ccc(CCNC(=O)C2CC(C)=CCC2C(=O)O)cc1OCC (centres undefined)	i	i	1	3	i	-1	i	-1	i	-4	i
CN(CCCN1CCOCC1)Cc1nc(-c2ccccc2)no1	i	i	-1	·	i	2	i	2	i	-6	i
Cc1ccc(C)c(NC2=NCC(=O)N2c2ccc3c(c2)OCCO3)c1	i	i	-1	6	i	2	i	3	i	-6	i
CC1(C)Cc2c(C#N)c(OCC(=O)c3ccc(Cl)cc3)nc(-c3ccoc3)c2CO1	i	i	-2	-1	i	-8	i	0	i	-4	i
COc1ccc(Cc2nnc(SCC(=O)N3CCN(c4ccccc4)CC3)o2)cc1	i	i	1	2	i	0	i	1	i	-1	i
O=C(CCl)NNc1nc(-c2ccccc2)c2cc(Cl)ccc2n1	i	i	-2	3	i	14	i	1	i	-7	i
CCO/C([O-])=N/c1c[n+](N2CCOCC2)no1	i	i	2&-2	-3&-5	i	3&2	i	0	i	-2	i
Cc1ccc(-n2c(=O)cc(N3CC(C)CC(C)C3)[nH]c2=O)cc1 (centres undefined)	i	i	-3	-1	i	-8	i	-4	i	-13	i
COCCn1c(SCc2nc3ccccc3s2)nc2ccccc21	i	i	-3	10	i	8	i	1	i	-6	i
CCOc1ccc(NC(=O)Nc2cc(C(=O)O)ccc2N2CC3CC(C2)c2cccc(=O)n2C3)cc1 (centres undefined)	i	i	-3	2	i	·	·	3	i	-6	i
CCOC(=O)N1CCN(C(=O)CN2C(=O)c3ccccc3S2(=O)=O)CC1	i	i	-2	-5	i	4	i	-2	i	-9	i
O=C(CCS(=O)(=O)c1ccc(Br)cc1)N1CCN(c2ccc(F)cc2)CC1	i	i	-3	-8	i	-5	i	2	i	-8	i
O=C(c1cc(COc2ccc(F)cc2Cl)on1)N1C[C@H]2CC[C@H]1C2	i	i	-3	4	i	1	i	-3	i	-11	i
CCn1c(SCC(=O)N/N=C(\C)c2ccco2)nnc1-c1ccccc1	i	i	0	4	i	-1	i	-1	i	-8	i
Cc1cc(C)cc(-c2nnc(SCC(=O)c3ccc4c(c3)OCCO4)o2)c1	i	i	-1	6	i	1	i	1	i	1	i

(listing goes on)
SMILES	KCNQ1 pot	KCNQ1 block	GSK3 alpha inh	HDAC3 inhib	RGS4 act	Dyrk1A ADPGlo	PolyA inhibitor	GSK3B inh	KCNK3 block	hERG rescue	KCNK9 block
COc1ccc(Cl)cc1NC(=O)C1(c2cccs2)CCOCC1	i	i	·	3	i	2	i	-2	i	-16	i
Cc1csc(NC(=O)CCSCCc2ccccn2)n1	i	i	-2	4	i	7	i	4	i	-1	i
Cc1c(NC(=O)c2ccccc2F)c(=O)n(-c2ccccc2)n1C	i	i	0	0	i	-2	i	1	i	-3	i
O=S(=O)(Nc1nc(-c2ccccc2)cs1)c1cc(Cl)ccc1Cl	i	6*	-10	-1	i	·	i	0	i	-6	i
COc1ccc(CN2CCCC(C(=O)Nc3cccc(-n4cnnn4)c3)C2)c(C)c1C (centres undefined)	i	i	0	-5	i	7	i	·	i	-12	i
CCN(CC)C(=O)c1cn(C)c2ccc(S(=O)(=O)N(CC)CC)cc2c1=O	i	i	1	4	i	-4	i	-1	i	-11	i
C1=C(CCNC2=NCCCCC2)CCCC1	i	i	2	1	i	33	i	·	i	-5	i
O=S(=O)(c1ccc(S(=O)(=O)N2CCCC3(CCCCC3)C2)cc1)N1CCCCC1	i	i	-2	2	i	1	i	1	i	-1	i
O=[N+]([O-])c1cccc(S(=O)(=O)NCCOc2cccc3cccnc23)c1	i	i	0	-2	i	-4	i	2	i	-5	i
Cc1cccc(N2CCN(CC(O)COc3ccccc3Cl)CC2)c1 (centres undefined)	i	i	-3	7	i	3	i	6	i	-11	i
O=C(CCc1nnc2ccc(NCCCN3CCCC3=O)nn12)NCc1ccccc1Cl	i	i	2	6	i	-4	i	5	i	-6	i
COc1ccc2[nH]c(C(=O)O)c(NS(=O)(=O)c3ccc(C)c(C)c3)c2c1	i	i	-4	-12	i	-4	i	5	i	-10	i
CC(/C=N/NC(=O)c1c(Br)cnn1C)=C\c1ccccc1	i	i	-1	11	i	·	i	2	i	-4	i
CC1C(=O)N2CCCc3cc(NC(=O)c4ccccc4Br)cc1c32 (centres undefined)	i	i	0	-18	i	13	i	-2	i	-8	i
CCC(CC(C)(C)O)C(=O)NNC(=S)Nc1ccccc1 (centres undefined)	i	i	-1	-10	i	2	i	-3	i	-10	i
CC(C)(C)c1ccc(C(=O)N2CCCC2c2cccs2)cc1 (centres undefined)	i	i	-1	8	i	-2	i	-2	i	-11	i
CCOC(=O)c1c(C)oc(NC(=O)CCl)c1C(=O)OCC	i	i	-2	3	i	4	i	0	i	-10	i
O=C(Cn1nc(Cl)nc1Cl)c1cc2ccccc2oc1=O	i	i	3	1	i	1	i	4	i	-10	i
O=C(c1cnn2cccnc12)N1CCN(c2ccccc2)CC1	i	i	-3	2	i	-4	i	-2	i	-5	i
CCC(=O)OCC(=O)Nc1ccc2c(c1)OCO2	i	i	0	18	i	-2	i	-1	i	-2	i
COc1ccc(CNn2c(-c3cccc(C)c3)nc3ccccc3c2=O)cc1OC	i	i	-1	-2	i	8	i	0	i	-12	i
COc1ccc(NC(=O)CC(=O)Nc2ccc(OC)cc2)cc1	i	i	-1	-5	i	4	i	0	i	-7	i
Cc1ccccc1NC(=O)COC(=O)c1ccccc1SCC(=O)N1CCCC1	i	i	-1	-4	i	-5	i	-3	i	-7	i
O=C(NCc1ccccn1)c1ccc(NS(=O)(=O)c2cccc(Cl)c2)cc1	i	i	0	-2	i	-2	i	2	i	0	i
COc1cc(C(=O)OCC(=O)Nc2cccc(S(=O)(=O)N3CCCC3)c2)ccc1OCC(C)C	i	i	-2	4	i	9	i	4	i	-13	i

Fetched by structure from the entries so far, 2 records:
SMILES	KCNQ1 pot	KCNQ1 block	GSK3 alpha inh	HDAC3 inhib	RGS4 act	Dyrk1A ADPGlo	PolyA inhibitor	GSK3B inh	KCNK3 block	hERG rescue	KCNK9 block
CCC(CC(C)(C)O)C(=O)NNC(=S)Nc1ccccc1 (centres undefined)	i	i	-1	-10	i	2	i	-3	i	-10	i
CCC(=O)OCC(=O)Nc1ccc2c(c1)OCO2	i	i	0	18	i	-2	i	-1	i	-2	i

Among those listed so far, these have fluorine.
SMILES	KCNQ1 pot	KCNQ1 block	GSK3 alpha inh	HDAC3 inhib	RGS4 act	Dyrk1A ADPGlo	PolyA inhibitor	GSK3B inh	KCNK3 block	hERG rescue	KCNK9 block
COc1ccc(OCc2nnc(NC(=O)Nc3ccccc3F)s2)cc1	i	i	-3	-1	i	0	i	-4	i	-10	i
CC(C)N=C1NN=C(c2ccc(F)cc2)CS1	i	i	-1	4	i	-2	i	1	i	-8	i
C/C(=N/NC(=O)c1ccc2c(c1)OCO2)c1ccc(NC(=O)c2ccc(F)cc2)cc1	i	i	·	2	i	0	·	0	i	-7	i
O=C(NNC(=O)c1cccs1)c1cccc(F)c1	i	i	-1	-5	i	3	i	2	i	-9	i
O=C(CCS(=O)(=O)c1ccc(Br)cc1)N1CCN(c2ccc(F)cc2)CC1	i	i	-3	-8	i	-5	i	2	i	-8	i
O=C(c1cc(COc2ccc(F)cc2Cl)on1)N1C[C@H]2CC[C@H]1C2	i	i	-3	4	i	1	i	-3	i	-11	i
Cc1c(NC(=O)c2ccccc2F)c(=O)n(-c2ccccc2)n1C	i	i	0	0	i	-2	i	1	i	-3	i

These rows are one share of the data; rates above refer to the full screens.
